Assay outcomes as filed in PubChem.
TGFb SMAD3 inh – blocks TGF-b signaling | HepG2 CAGA-GFP TGF-b/SMAD3 reporter, GFP fluorescence, 18 h; TGF-beta stimulated, 500 pg/mL final | Potency, µM (top dose mostly 46.1 µM), inactives show top-dose activity, negative = inhibition, most hits filed as inhibitors | 410,000 compounds, 1.2% hits | AID 588855; further: potency means the concentration at half of the fitted maximal effect; on the % scale 0 is the no-effect control and ±100 the full control effect; nearly all actives have a fitted effect of over 65% in size
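Smad-responsive CAGA-GFP expression was quantified in HEPG2 cells exposed to compounds and 500 pg/mL final TGF-beta for 18 h at 37 degrees C; unstimulated wells defined full inhibition.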
CCT chaperon mod – changes cytosolic chaperonin activity; purified chaperonin ATPase assay, HTRF ADP detection, 30 min; activity change, % (no concentration beside the values), hits read low; 360,000 compounds, 0.3% hits; AID 651819; in the data active means activity change below about -30%; further: on the % scale 0 is the no-effect control and ±100 the full control effect
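Enzyme 40 or 20 nM (batch-dependent) in Tris pH 7.4/KCl/MgCl2/DTT; cpd 76 uM single point; ATP 10 uM; 30 min 37 °C; Transcreener ADP HTRF detection, 30 min RT; ratio 665/615.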
Nrf2 ARE act – activates Nrf2 signaling; Potency, µM (doses to about 46.1 µM), inactives show top-dose activation, usual class: activators; AREc32 ARE-luciferase reporter (MCF7-derived line), luminescence, 24 h; 410,000 compounds, 0.31% hits; further: potency means the concentration at half of the fitted maximal effect; % of control where 0% means no effect; nearly all actives have a fitted effect of over 65% in size
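Nrf2 activation is followed as ARE-luciferase induction in the AREc32 line after one day of compound treatment; luminescence is read with Steady-Glo.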
A549 viability – counter-screen for Nrf2 inhibitors: cytotoxicity in A549 cells; A549 ARE-Fluc cells, CellTiter-Fluor viability, 18-24 h; Potency, µM (titrated, usually from 46 µM), inactives show at the highest dose activity change, negative = cytotoxicity, actives largely listed as inhibitors; 390,000 compounds, 0.16% hits; further: potency means the concentration at half of the fitted maximal effect; on the % scale 0 is the no-effect control and ±100 the full control effect
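A549 ARE_Fluc cells in 5% FBS OPTI-MEM were exposed to compounds in concentration-response for 18-24 h at 37 deg C. Viability was read by CellTiter-Fluor fluorescence (Ex 405/Em 525) after 30 min, before the luciferase read.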
ATXN viability – viability counter-screen for ATXN expression inhibitors; AID 651635; S2 cells (HEK-293 line with an ATXN2-luciferase reporter) viability, CellTiter-Fluor protease fluorescence, 24 h; 400,000 compounds, 0.49% hits; Potency, µM (highest dose often 56.7 µM), actives largely listed as cytotoxic; further: potency means the concentration at half of the fitted maximal effect; nearly all actives have a fitted effect of over 40% in size
HepG2 viability – counter-screen for TGF-b inhibitors: cytotoxicity in HepG2 cells | Potency, µM (top dose mostly 46.1 µM), for the others: top-dose activity change, negative = cytotoxicity, hits mostly cytotoxic | 410,000 compounds, 0.76% hits | HepG2 CAGA-GFP viability, ATP luminescence, 18 h; further: potency means the concentration at half of the fitted maximal effect; some results filed as inactive show a strong effect at the top dose
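CellTiter-Glo luminescence gave cytotoxicity after 18 hours at 37 degrees C. The cells were HepG2 CAGA-GFP in 1% FBS DMEM, stimulated with 500 pg/mL TGF-beta after compound addition. %Activity was normalised to no-cell wells (complete cell-killing) and DMSO (no toxicity), and curves were fitted and classified.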
MmCpn inh – M. maripaludis TRiC chaperonin inhibition. Potency, µM (titrated, usually from 76.9 µM), inactives show top-dose activity, negative = inhibition, actives largely listed as inhibitors. purified Mm-Cpn ATPase, ADP Transcreener TR-FRET. AID 504842. 330,000 compounds, 0.031% hits; further: potency means the concentration at half of the fitted maximal effect; on the % scale 0 is the no-effect control and ±100 the full control effect; nearly all actives have a fitted effect of over 80% in size
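ATP (10 uM final) was added to archaeal chaperonin (25 nM final) after 10 min exposure to test compound at 37°C; after 30 min further incubation, ADP was detected by competitive TR-FRET.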
Akt phos inh – inhibitors of Akt phosphorylation | Neuro2A IGF-stimulated pAkt S473 HTRF, 20 min; stronger effect = lower value | activity change, % for hits at 50 µM | 360,000 compounds, 0.32% hits; in the data active means activity change below about -80%; inconclusive means mostly about -51% to -80%; further: on the % scale 0 is the no-effect control and ±100 the full control effect
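Neuro2A cells (4,500/well, DMEM with 0.5% FBS) were treated with compound at a single 50 µM final concentration, stimulated with 6 nM IGF for 20 min at 37 °C, and lysed. Phospho-Akt Ser473 was read by HTRF as 665/615 ratio ×10^4.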
Nrf2 inh – blocks Nrf2 signaling; A549 ARE-Fluc reporter, luciferase luminescence, 18-24 h; Potency, µM (series often up to 46 µM), for inactives: at the highest dose activity change, negative = inhibition, hits mostly inhibitors; 360,000 compounds, 2.1% hits; AID 504444; further: potency means the concentration at half of the fitted maximal effect; on the % scale 0 is the no-effect control and ±100 the full control effect; nearly all actives have a fitted effect of over 60% in size
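A549 ARE_Fluc cells (5000/well, 5% FBS OPTI-MEM) pre-incubated 2 h, then treated with compounds 18-24 h at 37C/5% CO2 in concentration-response. CellTiter-Fluor viability read first; BugLite luciferase luminescence after 15 min at room temperature gives Nrf2 activity.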
* marks the source's active call; other numbers are inactive results; i = inactive; ? = inconclusive; / = no result given; [ ] = another dose, or the depositor's remark. Unless noted, the call rests on the fitted dose curve; in most records, active means well fitted curve in the direction sought with a large enough effect; inconclusive means small, poorly fitted or top-dose-only effect, or another doubt; inactive means no such curve, though single readings can be large; an effect the other way counts as inactive or inconclusive. Rows are unselected; 4.4% or so of the library scored in one or more.

The line under a structure holds: A549 viability | TGFb SMAD3 inh | MmCpn inh | ATXN viability | Akt phos inh | CCT chaperon mod | Nrf2 inh | HepG2 viability | Nrf2 ARE act
CCCc1nnc(NC(=O)C(CC)OC(=O)c2cc(C)nc3ccccc23)s1 (stereo not drawn)
 : -5% | ? | 1% | i | i | -4.2 | 6% | 5% | -0.6%
O=[N+]([O-])c1ccc2[nH]c(O)c(N=NC(=S)NCC3CCCO3)c2c1 (stereo not drawn)
 : -5% | 31%[activator] | -1% | ? | i | 2.3 | -6% | -25% | 6.1%
COc1ccc(NC(=S)NCc2ccc(F)cc2)c(OC)c1
 : 1% | -2% | 1% | i | i | 0.1 | -8% | -12% | -0.4%
CCN(CC)CCNC(=O)/C(=C\c1cccn1C)NC(=O)c1cccs1
 : -3% | -10% | 0% | i | i | -2.0 | 0% | 23% | -0.1%
Cc1cccc(N2CCN(C(=O)c3cc4ccc5cccnc5c4[nH]3)CC2C)c1 (stereo not drawn)
 : 2% | ? | / | / | / | / | ? | -35% | -0.2%
O=C(COc1ncnc2c(Cl)cc(Cl)cc12)N1CCCCC1
 : 10% | -31% | -1% | i | i | -3.6 | -7% | -7% | 2.5%
O=C(CNC(=O)c1ccc(Cl)cc1)Nc1ccccc1C(F)(F)F
 : -15% | -4% | 0% | / | i | -2.0 | 0% | 1% | -0.5%
CCCOc1ccc(Cl)cc1Nc1nc(NCCO)nc(N2CCCC2)n1
 : -4% | -8% | / | i | / | / | -7% | -11% | 5.4%
CCCCC(NC(=O)Cc1c(C)c2cc3c4c(oc3c(C)c2oc1=O)CCCC4)C(=O)O (stereo not drawn)
 : 0% | 6% | -3% | i | i | -0.2 | 22% | 0% | 0.1%
CCc1ccc(-c2[nH]nc3nc(-c4ccc(OC)cc4)cc(C(=O)NCCCOC)c23)cc1
 : 11% | -23% | / | i | / | / | / | 2% | -0.6%

Quoted from the listing:
Cc1cccc(N2CCN(C(=O)c3cc4ccc5cccnc5c4[nH]3)CC2C)c1 (stereo not drawn) – HepG2 viability: -35%
O=C(CNC(=O)c1ccc(Cl)cc1)Nc1ccccc1C(F)(F)F – Nrf2 inh: 0%

(listing goes on)
The line under a structure holds: A549 viability | TGFb SMAD3 inh | MmCpn inh | ATXN viability | Akt phos inh | CCT chaperon mod | Nrf2 inh | HepG2 viability | Nrf2 ARE act
Cc1cc(S(=O)(=O)N2CCOCC2)ccc1OCC(=O)Nc1ccc(F)cc1F
 : 5% | 9% | 1% | i | i | 0.6 | 5% | 7% | 0.1%
N#C/C(=C(/O)c1ccc2c(c1)OCO2)c1nc2cc(C(F)(F)F)ccc2s1
 : ? | ? | 0% | i | i | 5.9 | ? | -28% | 0.5%
COc1ccc(C/C(C)=N/NC(=O)c2cccnc2)cc1
 : 8% | 0% | 2% | i | i | -0.4 | 4% | -1% | 3.5%
Cc1onc(-c2ccccc2)c1C(=O)N1CCCCCC1
 : -3% | 14% | 1% | i | i | -0.3 | -5% | 8% | -0.7%
CC(NC(=O)c1ccco1)C(=O)OCC(=O)N1CCCCCC1 (stereo not drawn)
 : 1% | -2% | 4% | i | i | 1.5 | -8% | -9% | 3.6%
CCCn1c(N)c(N(CCOC)C(=O)COC(=O)c2ccccc2NCCO)c(=O)[nH]c1=O
 : 2% | 4% | -4% | i | i | -1.1 | 2% | -29% | -0.1%
Cn1cc(S(=O)(=O)N2CCc3ccccc32)cc1C(=O)NC(C)(C)C
 : -12% | ? | 0% | i | i | -1.7 | 2.1µM* | -29% | -0.7%
CCOc1cc(C(=O)NCC(c2ccc(N(C)C)cc2)N2CCOCC2)cc(OCC)c1OCC (stereo not drawn)
 : 0% | -6% | / | / | / | / | / | -24% | 6.8%
CCOC(=O)C1CCCN(c2c(NCCCN(CC)c3ccccc3)c(=O)c2=O)C1 (stereo not drawn)
 : 12% | 19% | -2% | i | i | -1.3 | / | -12% | -1.4%
O=c1[nH]c2nc(Cl)nc(Cl)c2[nH]1
 : 3% | 21% | / | i | i | -4.0 | 1% | 4% | -1.0%
C[C@H](NC(=O)c1nc[nH]c1C(=O)N[C@@H](C)c1ccccc1)c1ccccc1
 : 2% | ? | 2% | ? | i | -0.7 | 2% | -32% | 6.1%
COc1ccc(CC(=O)Nc2c(C(=O)N3CCN(c4ncccn4)CC3)oc3ccccc23)cc1
 : -2% | 7% | -5% | ? | i | -68* | -12% | 7% | -0.8%
CCOC(=O)C1CCCN(c2c(NCCCN(C)Cc3ccccc3)c(=O)c2=O)C1 (stereo not drawn)
 : 1% | -10% | 0% | i | i | -0.6 | 5% | -22% | -0.2%
CCCCCCCCN1C(=O)[C@H](CC(=O)N2CCN(C(=O)OCC)CC2)C[C@@]2(C(=O)OC)CCCCC=C12
 : / | / | / | ? | i | -1.8 | / | / | 5.3%
CS(=O)(=O)N1CCN(C(=O)c2cc(-c3ccccc3)nc3ccccc23)CC1
 : 1% | -4% | 1% | i | i | 2.1 | 1% | -6% | 0.6%
COc1cccc(NC(=O)c2ccccc2N2C(=O)C3C4C=CC(C4)C3C2=O)c1 (stereo not drawn)
 : -3% | -2% | 2% | i | i | -3.8 | 17% | -1% | -0.5%
O=C(OCCCN1CCCCC1)c1ccc(O)cc1
 : 8% | 6% | 0% | i | i | 0.0 | / | 8% | 0.6%
Cc1csc2nc(COC(=O)c3ccccc3NC(=O)c3ccccc3Cl)cc(=O)n12
 : 4% | -27% | / | / | / | / | / | -22% | 0.8%
O=C(c1ccco1)N1CCCN(Cc2cn[nH]c2-c2ccc(-c3ccccc3)cc2)CC1
 : -3% | -18% | 2% | i | i | -1.0 | 16% | -23% | 8.1%
Cc1ccc([C@@H]2[C@@H]3C(=O)N(C)C(=O)[C@@H]3[C@]3(Cc4ccccc4)C(=O)N(Cc4ccccc4)CC(=O)N23)o1
 : -5% | 12% | 1% | i | i | -3.7 | -4% | 9% | 0.3%
CN1CCC(OC(=O)COc2ccccc2)CC1
 : -7% | -21% | 1% | i | i | -0.9 | 3% | -15% | 0.2%
Cc1cccc(N/C(N)=N/c2nc(C)cc(C)n2)c1
 : 4% | -9% | 0% | i | i | -4.6 | 0% | -3% | 1.9%
COCC1CCCCN1C(=O)c1cccc(OC2CCN(S(C)(=O)=O)CC2)c1 (stereo not drawn)
 : 2% | -7% | 0% | i | i | -3.0 | 0% | -10% | 0.2%
CNS(=O)(=O)c1cccc(C(=O)OCC(=O)c2ccc[nH]2)c1
 : -1% | 4% | -3% | ? | i | -1.6 | 7% | 1% | 0.0%
CCCNC(=O)Nc1nccs1
 : 3% | -3% | -10% | i | i | -1.4 | -6% | -1% | 0.3%
CCOC(=O)NC(Nc1cc(C)ccn1)(C(F)(F)F)C(F)(F)F
 : 0% | 21% | 0% | i | i | 1.6 | / | 12% | 0.2%
CN(C(=O)CS(=O)(=O)c1cn(CC(=O)N2CCCC2)c2ccccc12)c1ccccc1
 : 4% | -2% | / | i | i | -0.7 | 2% | -13% | 0.2%
Cc1ccc2c(c1)c1c(c(=O)n(-c3ccccc3C)c(=O)n1CC(=O)NCc1ccccc1)n2C
 : 1% | -5% | / | i | / | / | 8% | 2% | 0.5%
COc1ccc(-n2c(C)cc(C(=O)CCl)c2C)cc1
 : ? | ? | 2% | 27µM* | i | -2.0 | ? | 22µM* | 12%
c1ccc(N2CCOCCOCCOCCOCCOCC2)cc1
 : -2% | 0% | 0% | i | i | 0.8 | 0% | 9% | -0.5%
COc1ccc(NC(=O)c2cccc(OC(F)F)c2)cc1Cl
 : -1% | 10% | ? | i | i | -1.0 | ? | 0% | 4.5%
CCCCNC(=O)COC(=O)c1ccc(Cl)c(S(=O)(=O)N2CCCC2)c1
 : -12% | 13% | -1% | i | i | -0.9 | -15% | -23% | -0.4%
CCOC(=O)Cc1csc(NC(=O)COC(=O)/C=C/c2ccc(OC)cc2)n1
 : ? | -7% | 0% | i | i | 0.5 | ? | -8% | -0.3%
COC(=O)c1ccc(Cn2c(C)c(C(=O)NCc3ccc(Cl)c(Cl)c3)sc2=O)o1
 : / | 13µM* | / | i | i | -0.8 | / | -6% | 0.5%
Cc1cc(-c2nnc(SCc3cccnc3)o2)no1
 : 1% | 15% | 0% | i | i | -2.4 | 13% | -1% | 2.9%
Fc1ccc(Sc2ccccc2CNC2=NCCN2)cc1
 : -7% | ? | -1% | i | i | 1.1 | -25% | -4% | 3.0%
CCO[C@@H]1OC(C(=O)N2CCN(C)CC2)=C[C@H](c2coc3ccccc3c2=O)[C@H]1CCCO
 : 8% | -4% | / | i | i | -2.4 | -6% | -10% | 0.9%
O=C(COc1cccc(F)c1)N1c2ccccc2Sc2ccccc21
 : -4% | 7% | 0% | i | i | 2.2 | -12% | -9% | 3.7%
COC(=O)C(CC(C)C)NC(=O)C(N)Cc1ccccc1 (stereo not drawn)
 : -3% | 22% | -5% | i | i | -0.9 | -5% | 3% | 0.2%
O=c1cc(CN2CCOCC2)c2cc(Cl)ccc2o1
 : -2% | 10% | 1% | i | i | 0.2 | 0% | 5% | 0.0%
Cc1ccc(NC(=O)[C@@H]2CCCN2S(=O)(=O)c2ccccc2C(F)(F)F)cc1S(=O)(=O)N1CCOCC1
 : 8% | 1% | 0% | i | i | -3.2 | -19% | -7% | -0.4%
O=C1OC[C@H]2CCCN2C(=O)[C@@H](CC(=O)N(CCO)Cc2ccccc2)C/C=C\C[C@@H]1Cc1ccc(F)cc1
 : -1% | -21% | 2% | i | i | 0.5 | 3% | -24% | 4.3%
